# Assay outcomes: PubChem BioAssay, National Center for Advancing Translational Sciences (NCATS)
# BRCT PPI green = blocks human BRCA1 BRCT binding to phosphopeptide, green readout; actives 0.05% (n = 75,000); AID 875; BRCA1 BRCT-phosphopeptide binding, green fluorescence polarization; Potency, µM (titrated, usually from 76.9 µM), for inactives: top-dose activity change, negative = inhibition, usual class: inhibitors;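 also: potency is read from the fitted curve at half-maximal effect; plate controls were peptide without protein for full effect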
#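 Fluorescence polarization: His-tagged BRCT (~35 kDa BRCA1 C-terminus, 250 nM) bound to 100 nM fluorescein-labeled phosphorylated 10-aa BACH1 peptide, pH 7.3 phosphate buffer with DTT and Tween 20. Compounds incubated 12 min at room temperature; inhibition read as lowered polarization.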
# Tau fil binding = binds recombinant human tau filaments; Potency, µM (series often up to 57.1 µM), for the others: at the highest dose activity change, negative = inhibition; P10636; recombinant tau filaments, thioflavin S fluorescence, 15 h; filaments grown with octadecylsulfate alongside compound; actives 2% (n = 71,000);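 also: potency is read from the fitted curve at half-maximal effect; % is scaled to controls: 0 for no effect and ±100 for the full control effect; actives lower thioflavin S fluorescence by blocking filaments or displacing dye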
# Target sequence (P10636 whole entry, looked up): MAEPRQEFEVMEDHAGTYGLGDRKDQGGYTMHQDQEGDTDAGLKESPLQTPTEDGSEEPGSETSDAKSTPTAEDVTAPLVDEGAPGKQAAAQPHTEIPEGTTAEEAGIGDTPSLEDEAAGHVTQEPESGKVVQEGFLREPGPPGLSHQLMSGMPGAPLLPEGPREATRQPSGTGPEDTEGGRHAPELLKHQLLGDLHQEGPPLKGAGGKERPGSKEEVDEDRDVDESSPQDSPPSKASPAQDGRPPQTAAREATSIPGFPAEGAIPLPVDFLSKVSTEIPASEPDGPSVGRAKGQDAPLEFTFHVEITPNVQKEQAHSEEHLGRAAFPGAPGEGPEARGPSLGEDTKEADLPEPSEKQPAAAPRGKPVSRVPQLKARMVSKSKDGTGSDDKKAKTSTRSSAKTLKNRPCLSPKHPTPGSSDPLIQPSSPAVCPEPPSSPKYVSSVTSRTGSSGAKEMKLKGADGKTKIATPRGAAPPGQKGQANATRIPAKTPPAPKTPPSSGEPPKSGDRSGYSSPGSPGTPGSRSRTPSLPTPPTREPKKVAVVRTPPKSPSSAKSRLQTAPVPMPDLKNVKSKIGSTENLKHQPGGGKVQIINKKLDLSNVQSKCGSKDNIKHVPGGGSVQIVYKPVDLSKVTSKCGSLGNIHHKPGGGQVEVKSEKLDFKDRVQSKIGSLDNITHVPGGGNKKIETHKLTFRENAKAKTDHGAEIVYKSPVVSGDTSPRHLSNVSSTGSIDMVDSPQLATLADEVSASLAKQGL
#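 His-tagged recombinant human tau (exons 2, 3, 10; 1 uM final) fibrillized with 30 uM sodium octadecylsulfate, 15 h at 37 C, in pH 7.4 HEPES buffer with 10 uM thioflavine S and 5 mM DTT. Reduced ThS fluorescence (450/510 nm) marks activity.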
# Pol III holo inh = inhibitors of bacterial DNA polymerase III holoenzyme; Potency, µM (titrated, usually from 57.1 µM), for the others: at the top dose activity change, negative = inhibition; reconstituted DNA polymerase III holoenzyme replication, biochemical; actives 0.25% (n = 71,000); also: potency is read from the fitted curve at half-maximal effect; % is scaled to controls: 0 for no effect and ±100 for the full control effect
#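 Reconstituted *E. coli* holoenzyme (0.35 nM Pol III, 1 nM beta, 154 nM SSB, 2 nM primase) was preincubated with compound for 15 min at RT. Synthesis on 1.4 nM ssM13Gori ran 35 min, then was stopped with PicoGreen/EDTA and read as dsDNA fluorescence.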
# BRCT PPI red = inhibitors of human BRCA1 BRCT-phosphoprotein interaction (red fluorophore). Potency, µM (doses to about 76.9 µM), for the others: at the top dose activity change, negative = inhibition, most hits filed as inhibitors. BRCT-phosphopeptide binding, red fluorescence polarization. actives 0.03% (n = 75,000). AID 892; also: % is scaled to controls: 0 for no effect and ±100 for the full control effect
#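 Fluorescence polarization: 100 nM His-tagged BRCA1 BRCT with 100 nM TAMRA-labelled phospho-BACH1 decapeptide, phosphate buffer pH 7.3 with 150 mM NaCl, DTT, 0.01% Tween 20; 12 min RT. Binding inhibition seen as FP decrease.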
# Rhodamine fluor = compound fluoresces in the rhodamine spectral region; AID 594; Rhodamine-region fluorescence, 547/598 nm, Tris buffer; hits give high values; max dye-equivalent concentration, M; actives 0.05% (n = 59,000); in the data active = max dye-equivalent concentration above about 11 nM; inconclusive = between about 1.1 nM and that limit
#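 Compound fluorescence in 100 mM Tris, pH 8.0, read after 15 min at room temperature with 547 nm excitation and 598 nm emission. Output is dye-equivalent concentration from an on-plate rhodamine standard series.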
# HEK293 cAMP ctrl = counter-screen for TSHR agonists: cAMP increase in parental HEK293. parental HEK293 CNG cAMP sensor, membrane potential fluorescence. Potency, µM (doses to about 57.1 µM), inactives show top-dose activation, hits mostly activators. actives 2.5% (n = 73,000); also: potency is read from the fitted curve at half-maximal effect; % of control where 0% means no effect; nearly all actives have a fitted effect of over 55% in size
#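 Parental HEK 293 cells stably expressing a modified CNG channel (no TSHR) report cAMP rise as membrane depolarization. Membrane potential dye with 100 uM RO 20-1724 was loaded for 60 min at room temperature, then compound added for 30 min; fluorescence read at 590 nm.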
# HADH2 inhib = HADH2 (human) dehydrogenase inhibition; actives 3.4% (n = 73,000); Potency, µM (doses to about 57.1 µM), inactives show at the top dose activity change, negative = inhibition, actives largely listed as inhibitors; AID 886; recombinant HADH2, NADH fluorescence, beta-hydroxybutyryl-CoA; Q99714; also: potency is read from the fitted curve at half-maximal effect; % is scaled to controls: 0 for no effect and ±100 for the full control effect; nearly all actives have a fitted effect of over 60% in size; many of its hits are not listed in these tables
#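 Buffer 100 mM Tris-HCl pH 9.0/0.01% Tween-20; HADH2 20 nM; NAD+ 1 mM; beta-hydroxybutyryl-CoA 90 uM (all final). 15 min cpd preincubation, RT.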
# ALOX15 inhib = 15-hLO (ALOX15) enzyme inhibition | purified 15hLO-1, xylenol orange hydroperoxide absorbance | AID 887 | Potency, µM (series often up to 57.1 µM), for inactives: at the top dose activity change, negative = inhibition, hits mostly inhibitors | P16050 | actives 1.4% (n = 74,000); also: potency is read from the fitted curve at half-maximal effect; % is scaled to controls: 0 for no effect and ±100 for the full control effect; nearly all actives have a fitted effect of over 55% in size
#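 Readout: Fe(III)-xylenol orange absorbance, 573-to-405 nm ratio as reaction progress. Enzyme 40 nM purified human 15hLO-1, substrate 50 uM arachidonic acid, 6 min RT after 15 min compound preincubation; Hepes pH 7.5 buffer with Triton X-100.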
# Caspase-7 inhib = blocks human caspase-7 allosterically or competitively; AID 889; P55210; recombinant caspase-7, Ac-DEVD-AFC fluorescence rate; Potency, µM (series often up to 57.5 µM), for inactives: top-dose activity change, negative = inhibition, actives largely listed as inhibitors; actives 0.02% (n = 75,000); active = well fitted inhibition curve with a large enough effect in the main read-out, with a control signal flat, not every such curve was filed as active; inconclusive = small, poorly fitted or top-dose-only effect, or a change in a side signal; also: potency is read from the fitted curve at half-maximal effect; % of control where 0% means no effect
# Target sequence (P55210 24-198 limits assumed): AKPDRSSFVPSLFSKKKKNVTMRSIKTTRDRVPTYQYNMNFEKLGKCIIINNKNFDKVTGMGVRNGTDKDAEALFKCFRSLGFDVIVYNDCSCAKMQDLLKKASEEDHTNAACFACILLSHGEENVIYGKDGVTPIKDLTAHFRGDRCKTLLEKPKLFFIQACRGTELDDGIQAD
# Target sequence (P55210 207-303 limits assumed): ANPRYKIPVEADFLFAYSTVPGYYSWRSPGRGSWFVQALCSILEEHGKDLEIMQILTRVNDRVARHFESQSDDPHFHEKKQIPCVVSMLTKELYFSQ
# Casp1 inh = allosteric or competitive inhibitors of human caspase-1 | P29466 | Caspase-1 enzyme, Ac-WEHD-AFC fluorogenic rate | Potency, µM (doses to about 57.5 µM), without a hit: at the top dose activity change, negative = inhibition, usual class: inhibitors | actives 0.03% (n = 75,000) | AID 900;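 also: potency is read from the fitted curve at half-maximal effect; plate controls were vehicle for no effect and no substrate for full effect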
# USP2a inhib = USP2a (human) protease inhibition; USP2a enzymatic assay, qHTS inhibition; Potency, µM (highest dose often 38.3 µM), without a hit: top-dose activity change, negative = inhibition, usual class: inhibitors; actives 0.1% (n = 60,000); AID 927;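 also: potency is read from the fitted curve at half-maximal effect; nearly all actives have a fitted effect of over 60% in size; plate controls were DMSO for no effect and NEM full inhibition control for full effect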
#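 Inhibition is measured in a cell-free coupled assay with 20 nM USP2 core, 20 nM Ub-PLA2 and 20 uM NBD C6-HPC, 2.5 h incubation. Activity normalized to NEM control.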
# * marks the source's active call; other numbers are inactive results; i = inactive; ? = inconclusive; / = not tested or not shown; [ ] = another dose, or the depositor's remark. Unless noted, calls follow the shape of the dose curve; as a rule, active = well fitted curve in the direction sought with a large enough effect; inconclusive = small, poorly fitted or top-dose-only effect, or another doubt; inactive = no such curve, though single readings can be large; an effect the other way counts as inactive or inconclusive.
SMILES,BRCT PPI green,Tau fil binding,Pol III holo inh,BRCT PPI red,Rhodamine fluor,HEK293 cAMP ctrl,HADH2 inhib,ALOX15 inhib,Caspase-7 inhib,Casp1 inh,USP2a inhib
CSCC[C@@H](C(=O)O)N(C)C,-0.6%[15.4 µM],2%[11.4 µM],-8%[11.4 µM],-1.1%[15.4 µM],i,11%[11.4 µM],1%[11.4 µM],4%[11.4 µM],0%[11.5 µM],-2%[11.5 µM],/
COc1ccc(CC(N)C(=O)NC2C(CO)OC(n3cnc4c(N(C)C)ncnc43)C2O)cc1 (stereo not drawn),-2.3%[3.08 µM],/,/,-0.3%,/,/,/,7%,2%,-3%,-5%
CN(CCNC(=O)C1CCN(S(=O)(=O)N2CCOCC2)CC1)CCc1ccccc1,-1.8%,7%,-5%,-0.6%,i,-2%,2%,5%,1%,3%,7%
COc1cccc(NC(=O)c2nnn(Cc3ccc(Br)cc3F)c2N)c1,-1.1%,153%,-6%,-0.4%,/,6%,22%,-11%,0%,-3%,/
COC(=O)c1cccc(Cn2nnc3ccccc3c2=O)c1,-2.1%,-9%,1%,-0.1%,i,0%,-12%,-8%,-2%,-2%,-4%
CCOC(=O)Cc1csc(NC(=O)CSc2ncnc3c2cnn3-c2ccccc2Cl)n1,3.5%,-4%,0%,-0.9%,i,?,1%,-13%,0%,-8%,/
Nn1c(SC/C=C/c2ccccc2)nnc1-c1ccco1,-2.4%,-6%,-4%,-0.1%,i,11%,-6%,5%,0%,0%,7%
O=C(O)P(=O)(O)O,-1.2%[3.08 µM],/,/,-2.1%,/,/,/,-4%,-1%,1%,-7%
COc1cc2c(cc1OC)-c1nnc(C)n1C1(CCCC1)C2,-0.8%,-1%,-1%,0.5%,/,2%,-5%,6%,0%,-2%,/
CC(=O)c1ccccc1OC(=O)c1ccco1,-2.0%,-1%,-2%,-0.5%,/,1%,5%,-19%,1%,1%,-1%
Cc1nn(C)c(C)c1S(=O)(=O)NC1CCCc2ccccc21 (stereo not drawn),-1.8%,6%,-7%,0.0%,i,4%,6%,-3%,-2%,-1%,7%
Cc1ccc(C(=O)Nc2ccccc2N2CCN(C(=O)C(C)C)CC2)cc1,-1.0%,0%,-4%,0.8%,i,?,1%,-11%,-2%,3%,22%
COc1c2occc2c(OC)c2c(=O)cc(C(F)(F)C(F)(F)F)oc12,-0.6%,-12%[11.4 µM],-2%[11.4 µM],-0.2%,/,4%[11.4 µM],6%[11.4 µM],-3%[11.4 µM],-1%,-2%,7%[7.66 µM]
COCC(C)N=Cc1c(O)[nH]c2ccccc12 (stereo not drawn),-3.9%,/,/,-3.9%,/,5%,-9%,-2%,1%,-3%,/
COCCN1Cc2cccc(C(=O)N3CCN(c4cc(C)ccc4C)CC3)c2C1=O,0.6%,-18%,-4%,-1.0%,/,3%,-7%,-28%,-4%,-2%,/
Nc1ccccc1SCc1cn2cccnc2n1,-0.8%,-13%,-8%,-1.5%,/,1%,-25%,-4%,2%,-4%,/
C=CCn1c(COc2cccc3ccc(C)nc23)nnc1SCC(=O)OC,-4.6%,59%,9%,-0.6%,i,10%,24%,4%,-3%,-1%,1%
O=C(Nc1ccccc1)NC1CS(=O)(=O)CC1O (stereo not drawn),-2.5%,1%,2%,0.6%,i,8%,0%,5%,0%,-1%,1%
Oc1ccccc1C1=NCCNC(C(F)(F)C(F)F)=C1,0.1%,16µM*,-1%,0.2%,i,-3%,-3%,-17%,-4%,-2%,-1%
COC(=O)C(CCCCN1C(=O)C2C3C=CC(C3)C2C1=O)N1C(=O)C2C3C=CC(C3)C2C1=O (stereo not drawn),-1.5%,-2%,8%,1.0%,i,11%,8%,3%,-1%,-1%,9%
CCn1cc(C(=O)Nc2ccc(NC(=O)c3ccco3)cc2)c(=O)c2ccc(C)nc21,-1.8%,63%,-24%,-0.9%,i,-4%,4%,3%,0%,2%,7%
O=C(c1ccco1)n1nc(-c2ccc(Cl)cc2)nc1NCc1ccco1,0.1%,0%,-8%,-1.1%,i,-4%,-3%,2%,1%,0%,0%
O=C1OCCN1/N=C/c1ccc([N+](=O)[O-])o1,-2.6%[3.08 µM],/,/,-0.1%,/,/,/,?,-17%,-8%,-8%
CCOC(=O)C1=C(C)OC(N)=C(C(=O)OCC)C1c1cccnc1 (stereo not drawn),0.2%,-7%,1%,0.9%,i,22%,-8%,12%,1%,-3%,9%
N#Cc1ccc(CSc2nc(-c3cccs3)c3c(c2C(=O)O)CCCC3)cc1,1.8%,/,/,1.3%,/,?,?,-11%,?,-7%,/
CC1=C(SCCC#N)S/C(=C2\SC(C)=C(SCCC#N)S2)S1,-2.0%,?,-2%,0.3%,i,-48%[inhibitor],?,13µM*,0%,-4%,5%
NC(=O)Cn1c(S(=O)(=O)Cc2ccccc2)nc2ccccc21,-1.5%,74%,-4%,-0.1%,i,9%,3%,14%,0%,0%,-11%
CN1CCN(Cc2nc3c(c(=O)[nH]c(=O)n3C)n2CCc2ccccc2)CC1,0.3%,?,-10%,-1.0%,/,5%,-3%,-14%,0%,1%,/
COc1ccc(CN2CC(C(=O)NCCC3=CCCCC3)CC2=O)cc1 (stereo not drawn),-5.6%,-1%,-8%,-1.9%,i,27%,5%,1%,1%,-1%,11%
CCOC(=O)C(CC)n1nc(C)n2c(cc3sccc32)c1=O (stereo not drawn),3.8%,8%,-3%,-0.8%,/,16%,-5%,1%,3%,-3%,/
O=C(CSCc1ccccc1)N1CCN(C(=O)c2ccco2)CC1,-3.2%,2%,4%,1.4%,i,-2%,-25%,-3%,-3%,-3%,13%
O=C(NC1CCCC1)C(c1ccccc1)N(C(=O)c1ccno1)c1cccnc1 (stereo not drawn),-1.8%,2%,3%,0.1%,i,?,24%,12%,1%,-3%,/
CCn1cc(C(=O)NCc2ccco2)c(=O)c2cc(S(=O)(=O)N3CC(C)CC(C)C3)ccc21 (stereo not drawn),-0.6%,30%,1%,1.3%,i,?,8%,-6%,-1%,-1%,25%
CC(=O)c1c(C)cc(C)c(CSc2nnc(-c3ccco3)o2)c1C,-0.8%,1%,-4%,0.2%,i,22%,1%,0%,-2%,-2%,7%
N[C@H](C(=O)O)C(O)C(O)C(O)CO (stereo partly drawn),2.2%,/,/,1.1%,/,/,/,4%,0%,-6%,?
OC(COc1ccccc1)CN1C2=NCCCN2c2ccccc21 (stereo not drawn),-0.2%,18%,-5%,1.5%,i,?,5%,9%,1%,-1%,-3%
Cn1c(C(=O)N2CCc3ccccc32)cc2c(=O)n3ccccc3nc21,0.6%,28%,4%,1.5%,i,0%,19%,4%,-18%,?,9%
CCCNC(=O)c1c(C)cc(=O)oc1C,-0.5%,-13%,-4%,0.3%,i,11%,1%,5%,1%,1%,-3%
Cc1ccc(Nc2nc(N)nc(CN3CCN(C)CC3)n2)cc1C,-4.1%,-5%,-6%,-0.6%,i,5%,1%,2%,1%,1%,5%
OCC1OC(n2cnc3c(Cl)ncnc32)C(O)C1O (stereo not drawn),-3.7%,/,/,-0.4%,/,/,/,-2%,1%,-2%,-12%
O=C(NC12CC3CC(CC(C3)C1)C2)c1ccc(=O)oc1,-3.4%,-5%,-2%,-0.9%,i,9%,-6%,10%,0%,2%,1%
O=c1[nH]cnc2nc(-c3ccccc3)c(-c3ccccc3)nc12,-3.2%,-62%,0%,0.6%,i,?,32µM*,-15%,-5%,-7%,-5%
O=C(Cn1nc(-c2ccc(Cl)cc2)ccc1=O)NCC1CCCO1 (stereo not drawn),0.4%,15%,-2%,0.1%,/,2%,9%,3%,-2%,-4%,/

# An excerpt from above in order of the Casp1 inh value, ascending.
SMILES | BRCT PPI green | Tau fil binding | Pol III holo inh | BRCT PPI red | Rhodamine fluor | HADH2 inhib | ALOX15 inhib | Caspase-7 inhib | Casp1 inh
O=c1[nH]cnc2nc(-c3ccccc3)c(-c3ccccc3)nc12 | -3.2% | -62% | 0% | 0.6% | i | 32µM* | -15% | -5% | -7%
OCC1OC(n2cnc3c(Cl)ncnc32)C(O)C1O (stereo not drawn) | -3.7% | / | / | -0.4% | / | / | -2% | 1% | -2%
OC(COc1ccccc1)CN1C2=NCCCN2c2ccccc21 (stereo not drawn) | -0.2% | 18% | -5% | 1.5% | i | 5% | 9% | 1% | -1%

# Only part of the results is shown; count on the stated rates, not on these rows.
